Epigenetic mod = epigenetic modulators derepressing GFP locus in mouse cells; mouse C127i GFP locus derepression, cytometry, 30 h; Potency, µM (titrated, usually from 46.1 µM), without a hit: at the top dose GFP derepression (activation); 0.09% of 68,000 active; further: % of control where 0% means no effect
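Read-out is the number of GFP-positive cells, scored as fluorescent objects 20 to 120 um wide, reflecting derepression of a silenced CMV-GFP reporter in murine C127i cells after 30 h compound exposure at 37 C.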
ERK AVP inh = inhibitors of vasopressin-stimulated ERK signaling pathway; HEK293-V1b, vasopressin-stimulated pERK AlphaScreen; Potency, µM (top dose mostly 57.5 µM), for inactives: at the highest dose activity, negative = inhibition, most hits filed as inhibitors; 0.99% of 72,000 active; AID 995; further: potency means the concentration at half of the fitted maximal effect; on the % scale 0 is the no-effect control and ±100 the full control effect; nearly all actives have a fitted effect of over 55% in size
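Phosphorylated ERK1/2 detected via AlphaScreen bead proximity in lysates of V1b-expressing HEK293 cells given 25 nM vasopressin for 5 min after 30 min compound exposure (37 °C). AC50 from Hill equation; basal DMSO 0%, vasopressin 100%.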
Ub-GFP proteasome = ubiquitin-GFP accumulation via proteasome inhibition. Potency, µM (series often up to 45.9 µM), inactives show at the top dose activation (GFP accumulation), most hits filed as activators. AID 526. Ubiquitin-GFP reporter cells, proteasome inhibition, GFP fluorescence; response scale: untreated = 0%, 10 µM MG-132 = 100%. 67,000 tested, under 10 active; active means well fitted activation curve with a large enough effect, not every such curve was filed as active; inconclusive means small, poorly fitted or top-dose-only effect, or another doubt; inactive means no such curve, though single readings can be large or run the other way; further: potency means the concentration at half of the fitted maximal effect
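U2OS Ub(G76V)-GFP reporter; O/N plating, 0.5% FBS; cpd 46 uM–2.9 nM, 4 h, 37 °C; GFP+ cell count, 488/515 nm; norm. to basal vs 10 uM MG-132; CRC fit.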
HADH2 inh = HADH2 (human) dehydrogenase inhibition | 3.4% of 73,000 active | recombinant HADH2, NADH fluorescence, beta-hydroxybutyryl-CoA | Potency, µM (series often up to 57.1 µM), for the others: top-dose activity change, negative = inhibition, usual class: inhibitors | Q99714; further: potency means the concentration at half of the fitted maximal effect; on the % scale 0 is the no-effect control and ±100 the full control effect; nearly all actives have a fitted effect of over 60% in size; many of its hits are not listed in these tables
Target sequence (Q99714 whole entry, looked up, one chain of several): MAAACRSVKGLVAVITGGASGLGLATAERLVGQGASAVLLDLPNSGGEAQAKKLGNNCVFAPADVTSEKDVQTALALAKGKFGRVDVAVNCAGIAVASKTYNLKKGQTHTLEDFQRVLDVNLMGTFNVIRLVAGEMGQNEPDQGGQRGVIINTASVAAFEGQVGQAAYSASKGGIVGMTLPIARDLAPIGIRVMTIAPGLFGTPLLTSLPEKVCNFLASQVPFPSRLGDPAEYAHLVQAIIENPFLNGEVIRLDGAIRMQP
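20 nM HADH2 + cpd, 15 min RT; add 1 mM NAD+/90 uM beta-hydroxybutyryl-CoA; kinetic fluorescence 360/450 nm, 4 min. Tris-HCl pH 9.0, 0.01% Tween-20.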
Tau fil binding = binders of human tau filaments; 2% of 71,000 active; recombinant tau filaments, thioflavin S fluorescence, 15 h; filaments grown with octadecylsulfate alongside compound; AID 596; Potency, µM (doses to about 57.1 µM), without a hit: top-dose activity change, negative = inhibition;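 further: potency means the concentration at half of the fitted maximal effect; on the % scale 0 is the no-effect control and ±100 the full control effect; actives lower thioflavin S fluorescence by blocking filaments or displacing dye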
Target sequence (P10636 whole entry, looked up): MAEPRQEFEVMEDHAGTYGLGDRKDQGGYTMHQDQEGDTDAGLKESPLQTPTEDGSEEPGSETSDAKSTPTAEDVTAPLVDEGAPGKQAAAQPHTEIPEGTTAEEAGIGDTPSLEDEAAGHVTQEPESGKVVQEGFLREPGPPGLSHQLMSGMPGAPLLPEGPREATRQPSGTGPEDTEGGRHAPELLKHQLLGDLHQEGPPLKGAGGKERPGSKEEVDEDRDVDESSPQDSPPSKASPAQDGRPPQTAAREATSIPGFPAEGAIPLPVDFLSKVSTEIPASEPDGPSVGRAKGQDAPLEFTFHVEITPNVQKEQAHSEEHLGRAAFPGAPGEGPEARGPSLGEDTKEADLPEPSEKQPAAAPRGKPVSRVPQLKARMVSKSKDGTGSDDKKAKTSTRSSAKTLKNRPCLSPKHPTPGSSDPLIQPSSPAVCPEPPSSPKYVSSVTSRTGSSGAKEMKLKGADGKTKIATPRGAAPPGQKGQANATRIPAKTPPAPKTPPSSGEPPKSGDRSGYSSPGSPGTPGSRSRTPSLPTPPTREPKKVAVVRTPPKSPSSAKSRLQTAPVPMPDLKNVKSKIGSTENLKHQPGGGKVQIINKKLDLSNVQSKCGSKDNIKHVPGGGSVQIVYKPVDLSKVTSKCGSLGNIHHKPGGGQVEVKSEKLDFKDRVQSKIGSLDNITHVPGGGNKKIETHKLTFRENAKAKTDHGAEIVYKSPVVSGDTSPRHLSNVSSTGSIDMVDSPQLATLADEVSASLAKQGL
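Tau 2 uM in ThS buffer dispensed; compound added; 60 uM ODS added (finals 1 uM tau, 30 uM ODS); 15 h 37 C; fluor ex450/em510.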
ALOX15 inhib = 15-hLO (ALOX15) enzyme inhibition | P16050 | purified 15hLO-1, xylenol orange hydroperoxide absorbance | Potency, µM (titrated, usually from 57.1 µM), for the others: at the highest dose activity change, negative = inhibition, hits mostly inhibitors | 1.4% of 74,000 active | AID 887; further: potency means the concentration at half of the fitted maximal effect; on the % scale 0 is the no-effect control and ±100 the full control effect; nearly all actives have a fitted effect of over 55% in size
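Inhibition is scored from a chromogenic endpoint. After 15 min enzyme-compound contact, arachidonic acid (50 uM final) reacts 6 min with 40 nM 15hLO-1 at room temperature, then Fe-XO reagent is added for 30 min and absorbance ratio recorded.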
DNA Pol III inh = blocks replication by bacterial DNA polymerase III holoenzyme. AID 603. 0.25% of 71,000 active. Potency, µM (highest dose often 57.1 µM), inactives show at the top dose activity change, negative = inhibition. reconstituted DNA polymerase III holoenzyme replication, biochemical; further: potency means the concentration at half of the fitted maximal effect; on the % scale 0 is the no-effect control and ±100 the full control effect
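Reconstituted *E. coli* holoenzyme (0.35 nM Pol III, 1 nM beta, 154 nM SSB, 2 nM primase) was preincubated with compound for 15 min at RT. Synthesis on 1.4 nM ssM13Gori ran 35 min, then was stopped with PicoGreen/EDTA and read as dsDNA fluorescence.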
Luciferase inh = inhibitors of firefly luciferase. P08659. 2.2% of 72,000 active. Potency, µM (titrated, usually from 57.1 µM), inactives show at the highest dose activity change, negative = inhibition, most hits filed as inhibitors. purified firefly luciferase, luminescence, 8 min; further: potency means the concentration at half of the fitted maximal effect; on the % scale 0 is the no-effect control and ±100 the full control effect; nearly all actives have a fitted effect of over 40% in size
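Luminescence read-out after 8 min at room temperature; enzyme reaction used luciferin plus 10 uM ATP (linear range) in imidazole buffer pH 7.2 with KCl, MgCl2, Tween 20 and BSA. Each sample was run as a titration.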
HBB splice mod = hemoglobin beta splicing modulation. Potency, µM (top dose mostly 46.1 µM), for the others: top-dose activation, most hits filed as activators. HBB splicing reporter cell assay, activation; EGFP reporter with mutant IVS2-654 intron; response scale: normalised to 500 nM splice-correcting PNA. 0.06% of 65,000 active; further: potency means the concentration at half of the fitted maximal effect; 0% is about no effect
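Compounds were applied for 2 days to HeLa EGFP-654 cells, 500/well in Optimem with 2% FCS. The reporter's EGFP is disrupted by mis-splicing of beta-globin intron IVS2-654. Readout: summed well GFP fluorescence from 488 nm laser scanning; reference was 500 nM antisense […] 654 PNA.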
Hsp90 Hop PPI = changes Hsp90-Hop TPR2A binding signal, up or down; AlphaScreen TPR2A-His6 binding biotin-Hsp90 C-terminal peptide; Potency, µM (titrated, usually from 57 µM), without a hit: at the top dose activity change, negative = inhibition; 0.44% of 71,000 active; AID 595; active means well fitted curve in either direction with a large enough effect; inconclusive means small, poorly fitted or top-dose-only effect, or another doubt; further: potency means the concentration at half of the fitted maximal effect; on the % scale 0 is the no-effect control and ±100 the full control effect; many of its hits are not listed in these tables
CRE Fsk mod = modulators of forskolin-stimulated CRE signaling in CHO cells. Potency, µM (titrated, usually from 38.2 µM), inactives show at the top dose activity change, negative = inhibition, hits mostly activators. CHO CRE-bla reporter (cAMP response element driving beta-lactamase), forskolin EC10, beta-lactamase ratio. 2.5% of 71,000 active; active means well fitted activation curve with a large enough effect in the signal ratio, with a control signal flat, not every such curve was filed as active; inconclusive means small, poorly fitted or top-dose-only effect, or effect the other way, or a change in a side signal; the % refers to the signal ratio; further: potency means the concentration at half of the fitted maximal effect; % of control where 0% means no effect
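Forskolin analogue NKH 477 at EC10 stimulated CRE-driven beta-lactamase in CHO cells alongside compound dilution series. Beta-lactamase was measured with CCF4, excitation 405 nm, emission ratio 460/530 nm.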
Starred values were filed as active, the others as inactive; ? = inconclusive; · = not tested or not shown; [ ] = another dose, or the depositor's remark. Unless noted, the call rests on the fitted dose curve; in most records, active means well fitted curve in the direction sought with a large enough effect; inconclusive means small, poorly fitted or top-dose-only effect, or another doubt; inactive means no such curve, though single readings can be large; an effect the other way counts as inactive or inconclusive. Not all compounds are listed (hit frequency here may not be typical).

Sequence of screens: Epigenetic mod	ERK AVP inh	Ub-GFP proteasome	HADH2 inh	Tau fil binding	ALOX15 inhib	DNA Pol III inh	Luciferase inh	HBB splice mod	Hsp90 Hop PPI	CRE Fsk mod
- COc1ccc(-c2cn3c4c(sc3n2)CCCC4)cc1
    -2%	-22%	3%	16%	59%	-6%	2%	0.63µM*	0.6%	-9%	?
- CCOC(=O)C1CCN(c2c(N(C)Cc3ccco3)c(=O)c2=O)CC1
    2%	-1%	-7%	-6%	-13%	9%	-2%	1%	-0.1%	0%	2%
- Cc1ccc(C)c(CSc2nnc(-c3cccnc3)o2)c1
    4%	2%	-1%	0%	7%	4%	-3%	1%	·	8%	?
- COC(=O)C1(CC(C)C)C=C2C(=C(c3ccccc3)C(=O)C2C)CN1 (centres undefined)
    ·	1%	·	-13%	79%	·	0%	·	0.4%	-2%	-26%
- COC(=O)C1CCN(C(=O)N2CCOCC2)CC1
    -2%	-17%	-2%	6%	0%	4%	0%	3%	-0.3%[57.5 µM]	2%	6%
- O=C(CSc1nnnn1C1CCCC1)Nc1ccc2c(c1)OCCO2
    -1%	-16%	-1%	11%	0%	8%	?	-3%	-0.5%[57.5 µM]	-6%	-6%
- Cc1ccc2c(c1)C1OCCC1C1N2C(=O)C2C(C(=O)O)C3C=CC21O3 (centres undefined)
    2%	-16%	-4%	?	6%	5%	-6%	-14%	-0.6%	-4%	-2%
- CCOC(=O)N1CCC(NC(=O)CCS(=O)(=O)c2ccc3c(c2)CCN3C(C)=O)CC1
    -2%	11%	12%	0%	-3%	0%	0%	2%	2.2%	-2%	-7%
- Cc1cccc(C)c1NC(=O)C1(N(Cc2ccco2)C(=O)c2ccccn2)CCCC1
    2%	-1%	3%	5%	-5%	-13%	-2%	2%	-0.5%	-11%	-19%
- O=C(COC(=O)CNC(=O)C1CCCCC1)Nc1ccc(Cl)cn1
    -3%	11%	3%	4%	2%	-15%	-4%	-1%	1.6%[57.5 µM]	2%	-1%
- CC(NC(=O)c1ccccc1O)c1ccccc1 (centres undefined)
    -2%	2%	-6%[9.17 µM]	3.2µM*	6%[11.4 µM]	-26%[11.4 µM]	-3%[11.4 µM]	3%	-2.8%[0.0738 µM]	?	?
- O=C(c1cccn2c(=O)c3cc(Cl)ccc3nc12)N1CCOCC1
    -3%	-18%	0%	4%	8%	4%	3%	3%	2.2%	0%	?
- Cc1ccc(C(=O)N2CCC(C(N)=O)CC2)cc1C
    3%	-1%	5%	-4%	11%	5%	-3%	3%	8.7%	-1%	-15%
- CN(C)c1ccc(CN(C(=O)COc2ccc(F)cc2)C2CCS(=O)(=O)C2)cc1 (centres undefined)
    0%	6%	1%	1%	-3%	-26%	-4%	1%	-3.0%[57.5 µM]	?	1%
- COc1ccc(Cl)cc1NC(=O)c1ccco1
    -2%	-4%	1%	-3%	-13%	-17%	0%	2%	6.3%	4%	-9%
- Nn1nnc2ccccc21
    0%	19%	1%	8%	8%	4%	2%	-1%	-0.3%	-5%	1%
- CC1CCN(Cc2nc3c(c(=O)n(C)c(=O)n3C)n2Cc2cccc3ccccc23)CC1
    ·	·	2%	-5%	9%	-1%	-3%	0%	0.4%	-2%	21%
- C=CCN1C(=O)C2(/C(=C(\O)c3ccc4c(c3)OCCO4)C(=O)C(=O)N2CCCOC)c2ccccc21 (centres undefined)
    0%	-3%	-1%	-6%	6%	5%	0%	1%	-1.5%	-2%	-1%
- CS(=O)(=O)N(CC(=O)N1CCN(c2cccc(Cl)c2)CC1)C1CCCCC1
    -2%	2%	2%	-2%	2%	-7%	3%	-1%	-2.3%	-6%	-15%
- O=C(On1c(-c2ccccc2)nc2ccccc2c1=O)c1ccco1
    3%	-12%	-13%	-5%	2%	-14%	-3%	-1%	-1.2%	-9%	?
- CCOC(=O)c1ccc(NC(=O)C2CCN(S(=O)(=O)CC)CC2)cc1
    2%	-8%	-3%	5%	1%	3%	2%	-1%	0.1%	-2%	-1%
- CCO[Si](CCCN)(OCC)OCC
    ·	22%	·	-8%	1%	0%	-4%	·	-0.3%	0%	-8%
- COc1ccc(-n2nc(C(=O)N3CCC(C#N)CC3)c3c4ccccc4n(C)c3c2=O)cc1
    -3%	-13%	1%	1%	6%	12%	-2%	3%	0.2%	-3%	5%
- CCOC(=O)N1CCN(C(=O)CN2C(=O)CC(C)(C)S(=O)(=O)c3ccccc32)CC1
    2%	-13%	5%	4%	15%	1%	4%	1%	-0.6%	0%	1%
- Cc1cc2ncn(C(=O)c3c(-c4ccccc4)noc3C)c2cc1C
    -2%	0%	11%[9.17 µM]	5%[11.4 µM]	-3%[11.4 µM]	-2%[11.4 µM]	2%[11.4 µM]	-2%	-2.0%[0.0738 µM]	-6%[11 µM]	?
- COc1cccc(-c2nc3n(n2)C(c2cccs2)C(C(=O)Nc2cccnc2)=C(C)N3)c1 (centres undefined)
    2%	6%	6%	-3%	2%	9%	-2%	1%	0.3%	-3%	-11%
- COc1ccccc1-c1nnc(NC(=O)c2ccc(S(=O)(=O)N(C)C)cc2)o1
    0%	20%	-18%	-12%	-1%	32%[activator]	-3%	-4%	-0.6%	-26%	?
- Cc1ccc(-c2nnc(N3CCN(C(=O)CN4C(=O)c5ccccc5C4=O)CC3)c3ccccc23)cc1
    4%	-7%	6%	-25%	20%	?	-6%	1%	-0.6%	-21%	-2%
- Cc1c(NC(=O)CSC2=C(C#N)C(c3ccccc3F)CC(=O)N2)c(=O)n(-c2ccccc2)n1C (centres undefined)
    2%	-13%	0%	12%	-10%	6%	6%	3%	3.4%[1.84 µM]	-6%	25%
- Cc1nnc(SCCC(C)C)[nH]c1=O
    -2%	6%	9%	0%	5%	5%	-5%	-2%	-0.7%	-5%	6%

The list continues.
Sequence of screens: Epigenetic mod	ERK AVP inh	Ub-GFP proteasome	HADH2 inh	Tau fil binding	ALOX15 inhib	DNA Pol III inh	Luciferase inh	HBB splice mod	Hsp90 Hop PPI	CRE Fsk mod
- Cc1cc(NC(=O)CN2CCC(n3nnc4cc(C(F)(F)F)ccc43)CC2)no1
    0%	19%	-1%	2%	3%	0%	0%	1%	0.0%[57.5 µM]	-1%	2%
- Cc1nc2sc(C(=O)O)c(N)c2c2c1COC(C)(C)C2
    4%	-6%	3%	-10%	5%	-28%	-2%	0%	-2.2%[57.5 µM]	0%	?
- O=C(c1ccc2snnc2c1)N1CCSCC1
    3%	-3%	-7%	-21%	-3%	6%	7%	-2%	-5.1%	1%	3%
- COC(=O)C1(S(=O)(=O)C2(C(=O)OC)CCCC2)CCCC1
    0%	8%	-4%	2%	0%	2%	-3%	1%	4.7%	1%	4%
- CCOC(=O)C1=C(C)Nc2nc(C)nn2C1c1ccc(OCC)c(OC)c1 (centres undefined)
    -6%	-9%	-5%	0%	0%	6%	10%	2%	0.6%	-2%	8%
- O=C(NCC1CCCO1)c1ccc(COc2ccc(F)cc2)o1 (centres undefined)
    5%	-12%	1%	3%	-7%	2%	-3%	1%	0.7%	0%	-5%
- COc1ccc(NC(=O)N2CC[C@@]3(CCCN(C(=O)c4ccncc4)C3)C2)cc1
    7%[9.22 µM]	12%	-7%	16%	0%	-4%	-6%	1%[11.4 µM]	1.1%	-7%	0%
- CCN(C(=O)c1cccs1)c1nnc(-c2ccncc2)s1
    -2%	-7%	0%	144%[activator]	-17%	?	-12%	-14%	1.8%	-1%	?
- O=C(Nc1ccc(Cl)cc1)NC1(C(=O)NCCCN2CCOCC2)CCCCC1
    1%	16%	1%	19%	-12%	1%	-3%	0%	-7.3%	?	-14%
- O=C(O)C1C2C=CC(C2)C1C(=O)NCc1ccccn1 (centres undefined)
    1%	-4%	1%	5%	10%	2%	-6%	1%	0.6%	-12%	-8%
- COC(=O)c1[nH]c2ccc(C)cc2c1NS(=O)(=O)c1ccc(F)cc1
    0%	-21%	-3%	1%	-13%	-20%	-7%	0%	-3.8%[57.5 µM]	1%	-1%

Source: PubChem BioAssay (National Center for Advancing Translational Sciences (NCATS))
